High-throughput results deposited in PubChem BioAssay by several laboratories.
CendR NRP1 mod: modulators of CendR peptide binding to human neuropilin-1; O14786; FAM-RPARPAR peptide binding to NRP-1, fluorescence polarization; inhibition, % at 25 µM; hit rate 0.85% among 360,000; AID 602438;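 active = inhibition or corrected inhibition above about 18%, plus a signal ratio from 0.5 to 1.5, limit read from the data, passing the limit was not always enough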; also: strong numbers were not always called active
Target sequence (O14786 whole entry, looked up): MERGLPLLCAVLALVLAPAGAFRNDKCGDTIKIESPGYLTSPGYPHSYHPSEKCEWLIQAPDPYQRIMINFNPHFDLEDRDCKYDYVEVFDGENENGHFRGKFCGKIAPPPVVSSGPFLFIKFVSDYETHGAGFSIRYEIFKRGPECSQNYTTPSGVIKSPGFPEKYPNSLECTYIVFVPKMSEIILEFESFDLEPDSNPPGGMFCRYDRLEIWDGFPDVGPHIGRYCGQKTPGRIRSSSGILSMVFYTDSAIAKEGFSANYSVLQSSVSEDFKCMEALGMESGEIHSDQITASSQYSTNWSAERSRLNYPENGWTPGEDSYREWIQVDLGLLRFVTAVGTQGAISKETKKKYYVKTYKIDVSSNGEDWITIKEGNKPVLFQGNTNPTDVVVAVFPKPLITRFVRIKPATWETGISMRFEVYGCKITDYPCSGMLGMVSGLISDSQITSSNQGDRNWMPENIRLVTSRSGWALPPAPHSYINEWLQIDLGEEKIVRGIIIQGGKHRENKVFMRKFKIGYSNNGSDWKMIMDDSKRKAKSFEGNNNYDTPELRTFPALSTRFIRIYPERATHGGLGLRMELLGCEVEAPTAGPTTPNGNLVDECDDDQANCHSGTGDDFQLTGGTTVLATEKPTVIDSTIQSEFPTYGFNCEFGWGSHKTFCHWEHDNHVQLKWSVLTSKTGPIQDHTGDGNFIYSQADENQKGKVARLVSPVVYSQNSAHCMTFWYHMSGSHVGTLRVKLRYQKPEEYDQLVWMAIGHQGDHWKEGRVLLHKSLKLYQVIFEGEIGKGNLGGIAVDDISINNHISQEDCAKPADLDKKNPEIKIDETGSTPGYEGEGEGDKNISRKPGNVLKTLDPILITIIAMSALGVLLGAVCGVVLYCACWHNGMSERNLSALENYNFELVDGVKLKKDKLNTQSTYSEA
NadD block: NadD (S. aureus) enzyme inhibition. inhibition, % at 20 µM. purified NadD enzyme, colorimetric absorbance read-out. hit rate 0.78% among 360,000. AID 602399; in the data active = inhibition above about 26%; also: some compounds past the cut are filed as inactive
Neddylation inh: blocks human cullin neddylation; P61081+Q13564; TR-FRET cullin neddylation, biochemical; calls only at 25 µM; hit rate 0.58% among 360,000; in the data active = inhibition above about 36%
LMPTP inh: blocks human LMPTP phosphatase | recombinant LMPTP-A, OMFP fluorogenic substrate, fluorescence intensity | inhibition, % at 20 µM | hit rate 0.22% among 360,000 | P24666;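 active = compounds that cut the enzyme signal by at least half of the control window in the single-dose screen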;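 also: plate controls were DMSO wells with enzyme plus substrate for no effect and substrate without enzyme for full effect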
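Buffer or medium: Bis-Tris pH 6.0, DTT, detergent; Assay system: LMPTP-A enzyme; Quantity: 0.625 nM enzyme; Detection: endpoint fluorescence intensity; Times: 50 min dark incubation at room temperature; Controls: substrate-only low control, DMSO enzyme-plus-substrate high control; Doses: single 20 µM dose; Read-out: percent inhibition versus substrate-only and uninhibited controls; Reagent: 400 µM OMFP.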
SUMO1-SIM PPI: modulators of human SUMO1-mediated protein-protein interactions; P63165; SUMO1 binding to a labelled peptide, TR-FRET, 1 h; inhibition, % at 20 µM; hit rate 0.33% among 360,000; in the data active = inhibition above about 37%
Target sequence (P63165 whole entry, looked up): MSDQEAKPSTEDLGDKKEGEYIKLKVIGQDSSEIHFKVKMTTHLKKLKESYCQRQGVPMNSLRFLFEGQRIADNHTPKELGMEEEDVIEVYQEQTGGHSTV
DNMT1 inh: blocks human DNA methyltransferase DNMT1. hit rate 0.83% among 360,000. AID 588458. DNMT1 molecular beacon, Hinp1I cleavage, fluorescence. P26358. inhibition (reported as % activation of signal), % at 10 µM; in the data active = inhibition above about 50%
SKN-1 block: C. elegans SKN-1 inhibition | C. elegans VP596 Pgst-4::GFP/RFP ratio, acrylamide-induced, 24 h | inhibition, % at 21.8 µM | hit rate 0.49% among 360,000 | AID 624304;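 active = interference check ratio from 0.5 to 1.5 plus GFP to RFP signal ratio inhibition reaching or exceeding a fixed threshold, cut at about 30% in these data, passing the limit was not always enough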; also: some compounds called inactive have numbers as strong as hits
TbMetRS inhib: Trypanosoma brucei MetRS inhibition. purified T. brucei MetRS, ATP depletion, Kinase-Glo luminescence. inhibition, % at 11.9 µM. hit rate 0.4% among 360,000;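 active = inhibition above a per-plate cutoff of the control wells' mean inhibition plus 3 SD, cut at about 5.5% in these data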;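 also: 0% = DMSO wells median and 100% = median of wells with control inhibitor compound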
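Material – parasite MetRS enzyme · Medium – HEPES-MgCl2-KCl buffer plus DTT, spermine, BSA, pyrophosphatase · Reagent – ATP, methionine and E. coli bulk tRNA substrates · Times – 15 min enzyme-compound preincubation, 2 h reaction, 10 min detection, 25 °C · Measured by – luminescence of leftover ATP · Evaluation – percent inhibition relative to median high and low control wells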
Scp-1 inhibitor: Scp-1 (human) phosphatase inhibition; hit rate 0.88% among 340,000; Q9GZU7; inhibition, % at 20 µM; Recombinant Scp1, phosphopeptide, malachite green phosphate absorbance;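 active = inhibition above about 50% at 20 µM, limit read from the data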;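 also: plate controls were DMSO wells with enzyme for no effect and wells lacking enzyme for full effect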
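Test system: SCP-1 catalytic domain; Buffer or medium: Acidic Tris acetate buffer with magnesium and detergent; Also added: Phosphorylated 17-residue peptide substrate; Compound: single 20 µM dose, 1% DMSO; Schedule: enzyme reaction 45 min at room temperature, colour 5 min, stabilisation 30 min; Signal: Phosphate-binding colour reagent, absorbance read at 630 nm.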
STEP block: STEP (human) phosphatase inhibition; P54829; recombinant STEP, OMFP fluorogenic substrate, fluorescence; inhibition, % at 20 µM; hit rate 0.25% among 360,000; AID 588621;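 active = inhibition at 20 µM, scaled per plate between control wells, above about 37%, limit read from the data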;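 also: 0% = DMSO with enzyme and substrate and 100% = substrate only without enzyme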
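Material: STEP (striatal-enriched tyrosine phosphatase) enzyme, cell-free | Medium: 50 mM Bis-Tris pH 6.0 with 2.5 mM DTT and 0.005% Tween 20 | Read-out: Percent inhibition scaled to no-enzyme and uninhibited-enzyme controls, plate-pattern corrected | Signal: Fluorescence read at 480 nm ex / 540 nm em | Times: 20 min reaction, room temperature, in the dark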
The depositor's hits bear a star.

A first look:
How did COc1cccc(NC(=O)N2CCCC2C(=O)NC(C)C)c1 (centres undefined) do in these assays?
CendR NRP1 mod: 2; NadD block: 0; Neddylation inh: inactive; LMPTP inh: -0.2; SUMO1-SIM PPI: 0; DNMT1 inh: -1; SKN-1 block: -17; TbMetRS inhib: -0.3; Scp-1 inhibitor: -2; STEP block: -1

How did COc1cc(NC(=O)c2ccccc2[N+](=O)[O-])ccc1NC(=O)C(C)C do in these assays?
CendR NRP1 mod: 3; NadD block: 4; Neddylation inh: inactive; LMPTP inh: 0.2; SUMO1-SIM PPI: -17; DNMT1 inh: -4; SKN-1 block: 9; TbMetRS inhib: 0.2; Scp-1 inhibitor: -7; STEP block: 0

All compounds of this part, previewed entries included:
How did COc1cccc(NC(=O)N2CCCC2C(=O)NC(C)C)c1 (centres undefined) do in these assays?
CendR NRP1 mod: 2; NadD block: 0; Neddylation inh: inactive; LMPTP inh: -0.2; SUMO1-SIM PPI: 0; DNMT1 inh: -1; SKN-1 block: -17; TbMetRS inhib: -0.3; Scp-1 inhibitor: -2; STEP block: -1

How did COc1cc(NC(=O)c2ccccc2[N+](=O)[O-])ccc1NC(=O)C(C)C do in these assays?
CendR NRP1 mod: 3; NadD block: 4; Neddylation inh: inactive; LMPTP inh: 0.2; SUMO1-SIM PPI: -17; DNMT1 inh: -4; SKN-1 block: 9; TbMetRS inhib: 0.2; Scp-1 inhibitor: -7; STEP block: 0

Results for Clc1ccccc1CNc1ncnc2nc[nH]c12 ?
CendR NRP1 mod: 3; NadD block: -5; Neddylation inh: inactive; LMPTP inh: 0.4; SUMO1-SIM PPI: 7; DNMT1 inh: -3; SKN-1 block: -10; TbMetRS inhib: 3.6; Scp-1 inhibitor: -12; STEP block: -2

How did CCc1ccc(-n2c(C)cc(/C=N/NC(=O)OC)c2C)cc1 do in these assays?
CendR NRP1 mod: -8; NadD block: 2; Neddylation inh: inactive; LMPTP inh: 1.2; SUMO1-SIM PPI: -10; DNMT1 inh: -10; SKN-1 block: 14; TbMetRS inhib: -0.8; Scp-1 inhibitor: -1; STEP block: 0

How did CSCCC(NC(=O)c1cccc(C)c1)C(=O)OCN1C(=O)c2ccccc2C1=O (centres undefined) do in these assays?
CendR NRP1 mod: 3; NadD block: -6; Neddylation inh: inactive; LMPTP inh: -1.2; SUMO1-SIM PPI: -17; DNMT1 inh: 1; SKN-1 block: -11; TbMetRS inhib: -0.2; Scp-1 inhibitor: -1; STEP block: 0

Results for O=C(CSc1ncnc2sc(-c3ccccc3)cc12)NC1CCS(=O)(=O)C1 (centres undefined) ?
CendR NRP1 mod: -9; NadD block: -4; Neddylation inh: inactive; LMPTP inh: 0.1; SUMO1-SIM PPI: -15; DNMT1 inh: 0; SKN-1 block: -1; TbMetRS inhib: 0.4; Scp-1 inhibitor: -10; STEP block: -1

What do the screens show for `Cn1c2c(c(=O)n(C)c1=O)[C@@]1(C(=O)Nc3ccccc31)C(C#N)=C(N)O2`?
CendR NRP1 mod: 8; NadD block: 6; Neddylation inh: inactive; LMPTP inh: 0.3; SUMO1-SIM PPI: 1; DNMT1 inh: -2; SKN-1 block: 7; TbMetRS inhib: -0.6; Scp-1 inhibitor: -3; STEP block: -2

How did CC1CN(S(=O)(=O)c2ccc(NC(=O)c3cc(-c4ccccc4O)n[nH]3)cc2)CC(C)O1 (centres undefined) do in these assays?
CendR NRP1 mod: -18; NadD block: 3; Neddylation inh: inactive; LMPTP inh: 2.6; SUMO1-SIM PPI: -1; DNMT1 inh: -16; SKN-1 block: -14; TbMetRS inhib: -0.8; Scp-1 inhibitor: -6; STEP block: -4

What do the screens show for `CSc1cnn(Cc2ccccc2)c(=O)c1SCc1ccccc1`?
CendR NRP1 mod: 0; NadD block: -2; Neddylation inh: inactive; LMPTP inh: 1.1; SUMO1-SIM PPI: -9; DNMT1 inh: 15; SKN-1 block: 4; TbMetRS inhib: 0.2; Scp-1 inhibitor: 1; STEP block: 0

How did Cc1cccc(C(=O)c2c(N)sc3c2CCCC3)c1 do in these assays?
CendR NRP1 mod: -34; NadD block: 12; Neddylation inh: inactive; LMPTP inh: 1.0; SUMO1-SIM PPI: -8; DNMT1 inh: -18; SKN-1 block: 9; TbMetRS inhib: -0.7; Scp-1 inhibitor: -8; STEP block: 1

How did O=C(NCCCN1CCCC1=O)c1cc(-c2ccc(F)cc2)nc2ccccc12 do in these assays?
CendR NRP1 mod: -3; NadD block: 3; Neddylation inh: inactive; LMPTP inh: -1.9; SUMO1-SIM PPI: -34; DNMT1 inh: -4; SKN-1 block: 14; TbMetRS inhib: -0.6; Scp-1 inhibitor: 8; STEP block: -2

Results for COc1cccc(-c2nn(-c3ccccc3)cc2CN(C)C(C)c2ccncn2)c1 (centres undefined) ?
CendR NRP1 mod: -5; NadD block: -3; Neddylation inh: inactive; LMPTP inh: -0.5; SUMO1-SIM PPI: 3; DNMT1 inh: -4; SKN-1 block: -12; TbMetRS inhib: 0.0; Scp-1 inhibitor: -9; STEP block: -1

Results for OCC[C@@H]1C[C@@H](O)[C@H](O)[C@]2(Cc3ccccc3O2)O1 ?
CendR NRP1 mod: 10; NadD block: -4; Neddylation inh: inactive; LMPTP inh: 1.1; SUMO1-SIM PPI: -2; DNMT1 inh: 7; SKN-1 block: -3; TbMetRS inhib: -0.1; Scp-1 inhibitor: -6; STEP block: -2

How did O=C(COc1nnc2ccccn12)N1CCN(S(=O)(=O)c2ccccc2)CC1 do in these assays?
CendR NRP1 mod: 17; NadD block: -23; LMPTP inh: -1.1; SUMO1-SIM PPI: -13; DNMT1 inh: 0; SKN-1 block: -1; TbMetRS inhib: -0.8; Scp-1 inhibitor: -7; STEP block: -1

What do the screens show for `COc1ccccc1CNS(=O)(=O)c1cc(-c2cc(C)no2)ccc1C(C)C`?
CendR NRP1 mod: -8; NadD block: -5; Neddylation inh: inactive; LMPTP inh: 2.1; SUMO1-SIM PPI: 6; DNMT1 inh: -5; SKN-1 block: 8; TbMetRS inhib: 0.1; Scp-1 inhibitor: -11; STEP block: 5

2 records picked at random from those above, as already listed:
Results for O=C(CSc1ncnc2sc(-c3ccccc3)cc12)NC1CCS(=O)(=O)C1 (centres undefined) ?
CendR NRP1 mod: -9; NadD block: -4; Neddylation inh: inactive; LMPTP inh: 0.1; SUMO1-SIM PPI: -15; DNMT1 inh: 0; SKN-1 block: -1; TbMetRS inhib: 0.4; Scp-1 inhibitor: -10; STEP block: -1

What do the screens show for `COc1ccccc1CNS(=O)(=O)c1cc(-c2cc(C)no2)ccc1C(C)C`?
CendR NRP1 mod: -8; NadD block: -5; Neddylation inh: inactive; LMPTP inh: 2.1; SUMO1-SIM PPI: 6; DNMT1 inh: -5; SKN-1 block: 8; TbMetRS inhib: 0.1; Scp-1 inhibitor: -11; STEP block: 5

Additional compounds.
Results for Cc1cc2nc(-c3ccncc3)cc(C(F)(F)F)n2n1 ?
CendR NRP1 mod: 16; NadD block: -1; Neddylation inh: inactive; LMPTP inh: -1.0; SUMO1-SIM PPI: -19; DNMT1 inh: -1; SKN-1 block: 4; TbMetRS inhib: -1.2; Scp-1 inhibitor: -2; STEP block: 0

How did Cn1c(NC(=O)CC(C)(C)C)cc(=O)n(C)c1=O do in these assays?
CendR NRP1 mod: 12; NadD block: 2; Neddylation inh: inactive; LMPTP inh: -0.7; SUMO1-SIM PPI: -3; DNMT1 inh: 1; SKN-1 block: -1; TbMetRS inhib: 0.8; Scp-1 inhibitor: -10; STEP block: -3

How did COCCNC(=O)C(=O)NCC1OCCN1S(=O)(=O)c1ccc(C)cc1 (centres undefined) do in these assays?
CendR NRP1 mod: 1; NadD block: -2; Neddylation inh: inactive; LMPTP inh: -0.4; SUMO1-SIM PPI: 4; DNMT1 inh: 1; SKN-1 block: -2; TbMetRS inhib: -0.4; Scp-1 inhibitor: -8; STEP block: -3

What do the screens show for `CC(=O)c1ccc(S(=O)(=O)N2CCN(C(=O)C3CCCC3)CC2)cc1`?
CendR NRP1 mod: 2; NadD block: 1; Neddylation inh: inactive; LMPTP inh: -2.6; SUMO1-SIM PPI: -7; DNMT1 inh: -1; SKN-1 block: 0; TbMetRS inhib: 0.1; Scp-1 inhibitor: -1; STEP block: -2

What do the screens show for `C/C(=N\NC(=O)c1nnn(-c2nonc2N)c1CN(C)c1ccccc1)c1cccc(O)c1`?
CendR NRP1 mod: 16; NadD block: 11; Neddylation inh: inactive; LMPTP inh: 0.9; SUMO1-SIM PPI: 1; DNMT1 inh: -4; SKN-1 block: 16; TbMetRS inhib: 1.3; Scp-1 inhibitor: -1; STEP block: -2

What do the screens show for `CCOc1ccc(NC(=O)CN(C)C(=O)c2ccccc2SCC(=O)N2CCCC2)cc1OCC`?
CendR NRP1 mod: 12; NadD block: 3; Neddylation inh: inactive; LMPTP inh: -8.3; SUMO1-SIM PPI: -33; DNMT1 inh: 0; SKN-1 block: -13; TbMetRS inhib: -0.3; Scp-1 inhibitor: -2; STEP block: 1

What do the screens show for `Cc1ccccc1NS(=O)(=O)c1nnc(NC(=O)c2ccccc2F)s1`?
CendR NRP1 mod: -12; NadD block: -7; Neddylation inh: inactive; LMPTP inh: -0.1; SUMO1-SIM PPI: 9; DNMT1 inh: 5; SKN-1 block: -5; TbMetRS inhib: -0.4; Scp-1 inhibitor: -15; STEP block: -3

What do the screens show for `O=C(O)c1ccc2c(c1)[C@@H]1C=CC[C@@H]1[C@H](c1ccccn1)N2`?
CendR NRP1 mod: 32*; NadD block: 10; Neddylation inh: inactive; LMPTP inh: 2.1; SUMO1-SIM PPI: 34; DNMT1 inh: 111*; SKN-1 block: 44*; TbMetRS inhib: 1.1; Scp-1 inhibitor: 47; STEP block: 31

How did Cc1ccc(C(=O)c2cc3ccccc3o2)cc1[N+](=O)[O-] do in these assays?
CendR NRP1 mod: 17; NadD block: -7; Neddylation inh: inactive; LMPTP inh: 2.6; SUMO1-SIM PPI: -4; DNMT1 inh: 0; SKN-1 block: 1; TbMetRS inhib: -0.4; Scp-1 inhibitor: -11; STEP block: 2

Results for COCCNC(=O)CN1CCC(NC(=O)c2ccco2)CC1 ?
CendR NRP1 mod: -8; NadD block: -2; Neddylation inh: inactive; LMPTP inh: -1.3; SUMO1-SIM PPI: -1; DNMT1 inh: -1; SKN-1 block: -5; TbMetRS inhib: -0.4; Scp-1 inhibitor: -8; STEP block: -4

Results for CC1CCN(c2oc(-c3ccccc3F)nc2C#N)CC1 ?
CendR NRP1 mod: -7; NadD block: 0; LMPTP inh: 2.8; SUMO1-SIM PPI: 27; DNMT1 inh: 2; SKN-1 block: 35*; TbMetRS inhib: -0.2; Scp-1 inhibitor: -15; STEP block: 2

An unsorted share of the library; overall some 4.6% were active at least once.
